# Compound activity (PubChem)
# MmCpn inh: inhibitors of Methanococcus maripaludis chaperonin (MmCpn) | purified Mm-Cpn ATPase, ADP Transcreener TR-FRET | AID 504842 | 0.031% of 330,000 active | Potency, µM (titrated, usually from 76.9 µM), without a hit: top-dose activity, negative = inhibition, hits mostly inhibitors; further: potency means the concentration at half of the fitted maximal effect; on the % scale 0 is the no-effect control and ±100 the full control effect; nearly all actives have a fitted effect of over 80% in size
#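 Compound-treated chaperonin, 25 nM final, turns over 10 uM ATP at 37°C for 30 min following a 10 min preincubation; ADP generated competes with ADP-d2 for Eu-cryptate antibody, lowering FRET.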
# HepG2 viability: HepG2 cytotoxicity, counter-screen for TGF-b inhibitors | HepG2 CAGA-GFP viability, ATP luminescence, 18 h | Potency, µM (series often up to 46.1 µM), inactives show top-dose activity change, negative = cytotoxicity, most hits filed as cytotoxic | 0.76% of 410,000 active; further: potency means the concentration at half of the fitted maximal effect; some results filed as inactive show a strong effect at the top dose
#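 CellTiter-Glo luminescence gave cytotoxicity after 18 hours at 37 degrees C. The cells were HepG2 CAGA-GFP in 1% FBS DMEM, stimulated with 500 pg/mL TGF-beta after compound addition. %Activity was normalised to no-cell wells (complete cell-killing) and DMSO (no toxicity), and curves were fitted and classified.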
# TGFb SMAD3 inh: inhibitors of TGF-b signaling | Potency, µM (highest dose often 46.1 µM), without a hit: at the top dose activity, negative = inhibition, hits mostly inhibitors | 1.2% of 410,000 active | AID 588855 | HepG2 CAGA-GFP TGF-b/SMAD3 reporter, GFP fluorescence, 18 h; TGF-beta stimulated, 500 pg/mL final; further: potency means the concentration at half of the fitted maximal effect; on the % scale 0 is the no-effect control and ±100 the full control effect; nearly all actives have a fitted effect of over 65% in size
#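 First, reporter cells (HEPG2 CAGA-GFP) rested 2 h at 37 degrees C. Next, compounds were pinned in and TGF-beta added to 500 pg/mL final. After 18 h, GFP was imaged per cell and summed per well.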
# Nrf2 ARE act: Nrf2 pathway activation | AREc32 ARE-luciferase reporter (MCF7-derived line), luminescence, 24 h | Potency, µM (titrated, usually from 46.1 µM), inactives show top-dose activation, usual class: activators | 0.31% of 410,000 active | AID 624171; further: potency means the concentration at half of the fitted maximal effect; % of control where 0% means no effect; nearly all actives have a fitted effect of over 65% in size
#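 Luciferase luminescence (Steady-Glo, 30 min at room temperature) served as the read-out of ARE activation in AREc32 cells treated with compounds for 24 hr at 37 deg C.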
# A549 viability: kills or reduces viability of A549 cells in Nrf2 counter-screen; A549 ARE-Fluc cells, CellTiter-Fluor viability, 18-24 h; Potency, µM (highest dose often 46 µM), without a hit: at the top dose activity change, negative = cytotoxicity, actives largely listed as inhibitors; 0.16% of 390,000 active; further: potency means the concentration at half of the fitted maximal effect; on the % scale 0 is the no-effect control and ±100 the full control effect
#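 Cytotoxicity counterscreen: CellTiter-Fluor fluorescence was measured in A549 ARE_Fluc cells after 18-24 h of compound exposure in a concentration series. The subsequent BugLite luminescent read reports ARE-luciferase activity.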
# Abeta rescue: restores growth of yeast expressing A-beta42 peptide | Potency, µM (titrated, usually from 46.1 µM), inactives show top-dose growth rescue, usual class: activators | 0.063% of 410,000 active | yeast expressing A-beta42, growth rescue, OD600, 48 h; response scale: 0% DMSO, 100% iron-clioquinol control; further: potency means the concentration at half of the fitted maximal effect; nearly all actives have a fitted effect of over 55% in size
#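 Yeast growth medium received pinned compounds, then yeast cells expressing toxic A-beta were added; plates incubated at 30 C for 48 hr. Growth read as absorbance at 600 nm, normalized to DMSO and equimolar FeCl3 plus clioquinol controls.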
# Nrf2 inh: Nrf2 pathway inhibition; A549 ARE-Fluc reporter, luciferase luminescence, 18-24 h; Potency, µM (highest dose often 46 µM), inactives show top-dose activity change, negative = inhibition, most hits filed as inhibitors; 2.1% of 360,000 active; AID 504444; further: potency means the concentration at half of the fitted maximal effect; on the % scale 0 is the no-effect control and ±100 the full control effect; nearly all actives have a fitted effect of over 60% in size
#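 Concentration-response testing used A549 ARE_Fluc cells at 5000 cells/well. Following an 18-24 h compound incubation, viability was read by fluorescence (Ex 405/Em 525) and luciferase output by luminescence.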
# CCT chaperon mod: modulators of cytosolic chaperonin (CCT/TRiC) activity. purified chaperonin ATPase assay, HTRF ADP detection, 30 min. 0.3% of 360,000 active. activity change, % (test concentration not listed), hits read low; in the data active means activity change below about -30%; further: on the % scale 0 is the no-effect control and ±100 the full control effect
#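 Nucleotide hydrolysis assay: TRiC at 20–40 nM final (set by batch activity) with 10 uM ATP, 30 min at 37 °C, in presence of 76 uM compound. Detection by competitive ADP HTRF, 30 min ambient.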
# Akt phos inh: Akt phosphorylation inhibition | Neuro2A IGF-stimulated pAkt S473 HTRF, 20 min; stronger effect = lower value | activity change, % for hits at 50 µM | 0.32% of 360,000 active | AID 651550; in the data active means activity change below about -80%; inconclusive means mostly about -51% to -80%; further: on the % scale 0 is the no-effect control and ±100 the full control effect
#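 Neuro2A cells in DMEM with 0.5% FBS, overnight at 37 deg C, given compound at single 50 µM final, then IGF (6 nM final) for 20 min at 37 deg C. Lysed; phospho-Akt Ser473 by HTRF after 24 h, 665/615 ratio.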
# * = called active by the depositor; i = inactive; ? = inconclusive; / = not tested or not shown; [ ] = remark or other dose. Unless noted, the call rests on the fitted dose curve; in most records, active means well fitted curve in the direction sought with a large enough effect; inconclusive means small, poorly fitted or top-dose-only effect, or another doubt; inactive means no such curve, though single readings can be large; an effect the other way counts as inactive or inconclusive.
SMILES,MmCpn inh,HepG2 viability,TGFb SMAD3 inh,Nrf2 ARE act,A549 viability,Abeta rescue,Nrf2 inh,CCT chaperon mod,Akt phos inh
COc1ccc(NC(=O)Nc2ccc3c(c2)N(C)C(=O)CS3)cc1OC,0.3%,-12.7%,6.7%,3.8%,-1.9%,5.9%,?,-0.6,i
COc1ccc(NC(=O)CCC(=O)N2CCCC2)c([N+](=O)[O-])c1,-1.4%,2.2%,2.9%,-0.5%,-2.5%,8.3%,4.3%,-0.7,i
CC1(C(=O)NS(=O)(=O)c2ccc(C#N)cc2)CCN1C(=O)C1(c2ccc(Cl)cc2)CC1 (stereo unspecified),/,-2.2%,21.9%,-0.3%[9.22 µM],/,3.8%,/,-0.8,i
CC(=O)Nc1nnc(SCc2cccc(F)c2)s1,5.1%,-2.6%,-1.0%,-0.2%,0.5%,4.9%,1.5%,-2.2,i
CC(C)NC(=O)COC(=O)C1CSC2(c3ccc(Br)cc3)CCC(=O)N12 (stereo unspecified),1.2%,2.3%,6.2%,0.1%,-4.9%,3.5%,-6.2%,2.5,i
O=[N+]([O-])c1ccccc1S(=O)(=O)NCCC1=CCCCC1,-19.5%,-20.6%,-41.3%,1.4%,8.8%,-5.0%,-7.9%,-0.1,i
CN(CC(=O)Nc1ccc(F)cc1)C(=O)COc1ccccc1Cc1ccccc1,0.3%,14.1%,?,0.0%,-17.5%,?,-29.9%,0.3,i
CN1/C(=C\C(=O)COC(=O)CNC(=O)c2ccc3ccccc3c2)C(C)(C)c2ccccc21,?,1.5%,1.3%,0.0%,-0.8%,14.9%,?,1.1,i
CCCCCC(NC(=O)C1CCN(C(=O)[C@@H](NS(=O)(=O)c2ccc(C)cc2)C(C)C)CC1)C(=O)O (stereo partly specified),-1.5%,-3.1%,2.3%,-1.2%,1.8%,-0.9%,2.3%,-0.3,i
N=c1c(C(=O)NC2CCCC2)cc2c(=O)n3ccccc3nc2n1CCN1CCOCC1,0.1%,7.3%,20.2%,5.0%,6.3%,-1.6%,?,1.1,i
O=c1c2cnn(-c3ccccc3)c2nc(-c2cccs2)n1-c1ccc(Br)cc1,-2.4%,5.7%,?,3.2%,-0.2%,-6.2%,10.6%,2.2,i
CSc1ccccc1NC(=O)c1ccc(Cl)s1,-1.6%,-9.4%,-0.6%,3.4%,0.8%,9.9%,21.5%,-3.4,i
O=C(c1ccc(Cl)c([N+](=O)[O-])c1)N1CCCc2ccccc21,0.7%,0.6%,-17.6%,25.8%,-4.4%,0.1%,3.8%,-3.4,i
O=C(Oc1cccc(NC(=O)c2ccccc2Cl)c1)c1ccc([N+](=O)[O-])cc1,1.2%,-20.3%,-16.5%,1.9%,-1.9%,20.4%,28.5%,-0.6,i
c1ccc(Cc2noc(CN3CCCC(CN4CCOCC4)C3)n2)cc1 (stereo unspecified),0.1%,62.7%,-11.6%,-0.7%,-1.7%,17.8%,6.3%,-1.1,i
CCCC1=Nc2cc(C(=O)NCCN3CCOCC3)ccc2Sc2ccccc21,2.6%,-9.6%,-7.4%,0.5%,10.3%,-5.7%,11.0%,-0.1,i
COc1ccc(Cl)cc1C(=O)NNC(=O)c1cc2ccccc2o1,-1.8%,-38.5%,-20.8%,11.6%,-3.1%,1.1%,-16.3%,-1.9,i
Cc1ccc(C)c(S(=O)(=O)NC(CCC(N)=O)C(=O)O)c1 (stereo unspecified),0.7%,-0.5%,-2.0%,-0.3%,0.5%,8.9%,11.5%,-0.5,i
COc1ccc(N2CC(NC(=O)COc3ccccc3F)CC2=O)cc1OC (stereo unspecified),/,-12.3%,1.6%,-0.9%,-1.2%,-8.0%,/,/,/
O=S(=O)(Nc1ncccn1)c1ccc(Cl)cc1,1.3%,-0.8%,-0.3%,-0.4%,0.7%,-5.1%,-10.3%,1.4,i
COc1ccc2c(c1)CC/C(=C/c1ccccn1)C2=O,1.4%,-38.6%,?,?,3.9%,-28.7%,-13.0%,1.0,i
CC1(C(=O)NCc2ccccc2)Cc2c(-c3ccc(C(N)=O)cc3)ccnc2O1 (stereo unspecified),/,-2.9%,23.5%,0.3%,/,6.5%,/,-2.3,i
Cn1c(=O)oc2cc(S(=O)(=O)NCCC(=O)NCc3ccccc3Cl)ccc21,1.5%,-9.6%,14.5%,-1.2%,2.9%,13.6%,-2.6%,-1.6,i
O=C(CN1C(=O)NC2(CCCC2)C1=O)NCc1ccccc1,-0.4%,-1.8%,9.9%,0.7%,4.0%,-8.9%,8.4%,0.4,i
Cn1c(N)c(C(=O)COC(=O)[C@H](Cc2ccccc2)N2C(=O)c3ccccc3C2=O)c(=O)n(C)c1=O,0.5%,4.0%,0.0%,3.0%,-0.1%,-7.7%,-2.4%,-4.2,i

# Record cards, from the list above.
# CC(=O)Nc1nnc(SCc2cccc(F)c2)s1 as listed: MmCpn inh = 5.1%; HepG2 viability = -2.6%; TGFb SMAD3 inh = -1.0%; Nrf2 ARE act = -0.2%; A549 viability = 0.5%; Abeta rescue = 4.9%; Nrf2 inh = 1.5%; CCT chaperon mod = -2.2; Akt phos inh = i
# CCCC1=Nc2cc(C(=O)NCCN3CCOCC3)ccc2Sc2ccccc21 as listed: MmCpn inh = 2.6%; HepG2 viability = -9.6%; TGFb SMAD3 inh = -7.4%; Nrf2 ARE act = 0.5%; A549 viability = 10.3%; Abeta rescue = -5.7%; Nrf2 inh = 11.0%; CCT chaperon mod = -0.1; Akt phos inh = i
# COc1ccc(Cl)cc1C(=O)NNC(=O)c1cc2ccccc2o1 as listed: MmCpn inh = -1.8%; HepG2 viability = -38.5%; TGFb SMAD3 inh = -20.8%; Nrf2 ARE act = 11.6%; A549 viability = -3.1%; Abeta rescue = 1.1%; Nrf2 inh = -16.3%; CCT chaperon mod = -1.9; Akt phos inh = i

# Going on with the list.
SMILES,MmCpn inh,HepG2 viability,TGFb SMAD3 inh,Nrf2 ARE act,A549 viability,Abeta rescue,Nrf2 inh,CCT chaperon mod,Akt phos inh
CCOc1ccccc1NC(=O)Cn1c(=O)n(Cc2ccco2)c(=O)c2cccnc21,/,3.6%,5.7%,-1.1%,1.5%,-19.2%,-20.5%,/,/
CN(C(=O)CSc1nnn(C)n1)c1ccccc1,-9.0%,-7.6%,-5.8%,-1.0%,-1.9%,0.8%,12.5%,-2.6,i
COc1ccc(NC(=O)c2noc3c2CCCC3)cc1Cl,/,-14.1%,11.8%,5.5%,6.7%,-6.2%,6.3%,/,/
COc1ccc(CN(C(=O)c2cnccn2)C(C(=O)NC(C)(C)C)c2cc(OC)c(OC)c(OC)c2)cc1 (stereo unspecified),3.3%,2.2%,8.8%,0.3%,1.1%,17.3%,9.1%,-1.4,i
CCOc1ccccc1-c1cc(C(=O)Nc2ccc(C(=O)O)cc2)c2ccccc2n1,0.2%,-6.2%,0.0%,0.0%,0.2%,-1.5%,6.4%,1.0,i
COc1ccc(NC(=O)c2nc[nH]c2C(=O)N[C@@H](C)C(=O)OC(C)(C)C)cc1,-1.2%,7.4%,9.2%,6.8%,6.3%,4.6%,-18.9%,-1.2,i
Cc1cccc(NC(=O)CSc2nc3c(c(=O)[nH]2)CN(Cc2ccc4c(c2)OCO4)CC3)c1C,/,-19.7%,-19.0%,0.4%,10.2%,3.7%,1.3%,/,/
CN(CC(=O)Nc1ccccc1Cl)C(=O)C1CCN(C(=O)c2ccc(F)cc2)CC1,1.6%,2.7%,8.3%,-0.3%,4.4%,-5.9%,4.9%,-6.1,i
NS(=O)(=O)c1cccc(NC(=O)c2cccnc2Oc2ccccc2)c1,0.4%,-15.1%,11.1%,2.3%,6.1%,-5.9%,2.0%,-2.4,i
O=C(Cc1ccccc1)Nc1nc(-c2ccc(F)c(F)c2)cs1,-2.4%,1.4%,3.8%,0.0%,-1.1%,-6.5%,-6.0%,-8.2,i
CCCCCCC(O)(c1ccc(OC)cc1)C(CN1CCOCC1)c1ccccc1 (stereo unspecified),0.8%,-15.7%,?,5.1%,2.0%,15.2%,2.6%,-1.1,i
CCOc1ccc(N(C(=O)c2ccc3c(c2)OCO3)C2C=CS(=O)(=O)C2)cc1 (stereo unspecified),-1.0%,-1.4%,-9.3%,-0.1%,-5.9%,3.1%,-9.2%,-2.7,i
O=C(CN1CCN(c2nc(-c3ccc(F)cc3)cs2)CC1)Nc1ccc2c(c1)OCO2,-14.5%,-24.5%,?,2.3%,-16.9%,19.9%,?,-5.6,i

# An excerpt from above in order of the MmCpn inh value, falling.
SMILES,MmCpn inh
COc1ccc(CN(C(=O)c2cnccn2)C(C(=O)NC(C)(C)C)c2cc(OC)c(OC)c(OC)c2)cc1 (stereo unspecified),3.3%
CCOc1ccccc1-c1cc(C(=O)Nc2ccc(C(=O)O)cc2)c2ccccc2n1,0.2%
O=C(CN1CCN(c2nc(-c3ccc(F)cc3)cs2)CC1)Nc1ccc2c(c1)OCO2,-14.5%
